# M4 PAM = human M4 muscarinic receptor positive allosteric modulators, primary screen, CHO-K1 cells, Fluo-8 calcium fluorescence. Muscarinic acetylcholine receptor M4 (Homo sapiens), P08173. CHO-K1 hM4/Gqi5, ACh EC20; 0% = ACh EC20, 100% = maximal ACh. activation, % at 3 µM. 0.4% of 360,000 active. AID 624126, 2012;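 active = activation above its plate's cutoff, the mean activation of sample wells plus 3 SD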; note: some results filed as inactive read as strong as hits
# Target sequence (P08173 whole entry, looked up): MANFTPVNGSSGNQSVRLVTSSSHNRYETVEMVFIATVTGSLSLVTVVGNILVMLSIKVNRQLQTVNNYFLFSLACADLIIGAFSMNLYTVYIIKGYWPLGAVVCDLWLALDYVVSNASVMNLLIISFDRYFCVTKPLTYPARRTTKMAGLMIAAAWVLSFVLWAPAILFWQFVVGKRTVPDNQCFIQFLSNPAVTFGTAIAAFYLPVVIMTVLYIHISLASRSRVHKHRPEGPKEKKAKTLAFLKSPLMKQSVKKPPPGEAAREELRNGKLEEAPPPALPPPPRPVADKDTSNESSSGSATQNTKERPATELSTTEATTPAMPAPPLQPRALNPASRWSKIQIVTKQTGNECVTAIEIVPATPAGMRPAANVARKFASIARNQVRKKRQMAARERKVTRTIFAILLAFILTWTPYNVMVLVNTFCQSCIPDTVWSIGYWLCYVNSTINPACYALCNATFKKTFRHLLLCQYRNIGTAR
# CHRM5 agonist = human M5 muscarinic receptor agonists, primary screen, CHO-K1 cells, Fluo-8 calcium fluorescence; 0.19% of 360,000 active; CHO-K1 hM5 cells; 0% DMSO wells, 100% maximal acetylcholine response; Muscarinic acetylcholine receptor M5 (Homo sapiens), P08912; activation, % at 3 µM;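 active = activation above the run's mean over test compounds plus 3 SD, cut at about 23% in these data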;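 note: signal is peak over basal fluorescence ratio across the kinetic read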
# M5 PAM = human M5 muscarinic receptor positive allosteric modulators, primary screen, CHO-K1 cells, Fluo-8 calcium fluorescence; activation, % at 3 µM; 0.3% of 360,000 active; CHO-K1 hM5, ACh EC20 PAM; 0% = ACh EC20, 100% = ACh EC100; Muscarinic acetylcholine receptor M5 (Homo sapiens), P08912;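 active = activation above the run cutoff, the mean activation of all test compounds plus 3 SD, cut at about 18% in these data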
#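 Probe or stimulus: acetylcholine, EC20 level; Assay system: human M5 receptor in CHO-K1 cells; Schedule: compound preincubation 140 s before EC20 acetylcholine addition; Technique: intracellular calcium via Fluo-8 fluorescence; Dosing: single-point, 3 µM nominal; Read-out basis: percent activation from peak-over-basal fluorescence ratio, scaled EC20-to-EC100 acetylcholine; Repeats: one well per compound, no replicates.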
# M1 PAM = human M1 muscarinic receptor positive allosteric modulators, primary screen, CHO-K1 cells, Fluo-8 calcium fluorescence, 1536-well; Muscarinic acetylcholine receptor M1 (Homo sapiens), P11229; CHO-K1 hM1, ACh EC20; 0% = ACh EC20, 100% = maximal ACh; activation, % at 3 µM; 0.088% of 360,000 active; in the data active = activation above about 19%, passing the limit was not always enough
# Target sequence (P11229 whole entry, looked up): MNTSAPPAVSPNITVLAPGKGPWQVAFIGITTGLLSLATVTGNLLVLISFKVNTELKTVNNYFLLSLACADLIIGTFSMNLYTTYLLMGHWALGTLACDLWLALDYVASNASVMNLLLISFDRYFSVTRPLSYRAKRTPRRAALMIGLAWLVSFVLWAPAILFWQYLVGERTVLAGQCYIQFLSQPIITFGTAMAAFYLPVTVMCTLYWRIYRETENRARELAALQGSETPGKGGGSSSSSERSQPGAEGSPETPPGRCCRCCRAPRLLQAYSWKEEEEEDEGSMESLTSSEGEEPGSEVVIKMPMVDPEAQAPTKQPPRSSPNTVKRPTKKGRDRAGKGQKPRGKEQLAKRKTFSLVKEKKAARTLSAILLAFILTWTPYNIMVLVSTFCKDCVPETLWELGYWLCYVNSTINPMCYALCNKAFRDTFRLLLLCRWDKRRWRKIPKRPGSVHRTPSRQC
# M4 ag = human M4 muscarinic receptor agonists, primary screen, CHO-K1 cells, Fluo-8 calcium fluorescence; CHO-K1 hM4/Gqi5; vehicle 0%, full acetylcholine response 100%; activation, % at 3 µM; 0.14% of 360,000 active;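 active = activation above the run mean over all test wells plus 3 SD, cut at about 32% in these data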;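 note: peak over basal fluorescence ratio per well then scaled between controls; 0% = DMSO wells and 100% = acetylcholine at EC100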
# CHRM4 antagonist = human M4 muscarinic receptor antagonists, primary screen, CHO cells, Fluo-8 calcium fluorescence; Muscarinic acetylcholine receptor M4 (Homo sapiens), P08173; CHO-hM4 cells, ACh EC80; inhibition, % at 3 µM; 0.73% of 360,000 active; AID 624125, 2012;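 active = inhibition above its plate's cutoff, the mean inhibition of sample wells plus 3 SD, cut at about 27% in these data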;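 note: 0% = acetylcholine EC80 with DMSO and 100% = DMSO without agonist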
# CRFR2-BP ag = agonists of CRF-BP/CRF-R2 complex, primary screen, cell-based, HEK293, calcium dye fluorescence, uHTS. AID 588473, 2011. activation, % at 13.2 µM. calcium dye fluorescence (FLIPR); percent of saturating CRF peptide response. CRF-binding protein / CRF receptor 2 complex (human). 0.46% of 350,000 active;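 active = activation of at least 50%, plus an integration ratio under a set limit after plate pattern correction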;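 note: plate controls were neutral control wells without compound for no effect and CRF at EC100 for full effect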
# CHRM1 antagonist = human M1 muscarinic receptor antagonists, primary screen, CHO-K1 cells, Fluo-8 calcium fluorescence, 1536-well | CHO-K1 hM1, ACh EC80 antagonist | inhibition, % at 3 µM | 1.3% of 360,000 active | AID 588852, 2011;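 active = percent inhibition above its own plate's cutoff, namely the mean of that plate's compound wells plus 3 SD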;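 note: peak over basal fluorescence ratio during 140 s after agonist addition; 0% = ACh EC80 plus DMSO and 100% = DMSO alone without agonist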
# M5 antag = human M5 muscarinic receptor antagonists, primary screen, CHO cells, Fluo-8 calcium fluorescence; CHO-hM5 cells, ACh EC80; inhibition, % at 3 µM; 0.59% of 360,000 active;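 active = inhibition above a per-plate cutoff, the mean of that plate's test compounds plus 3 SD, cut at about 27% in these data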;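 note: 0% = acetylcholine EC80 with DMSO and 100% = DMSO without agonist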
# An asterisk follows results filed as active; · = not tested or not shown.
# The opening 6 records, ahead of the listing:
# Values run as follows: M4 PAM	CHRM5 agonist	M5 PAM	M1 PAM	M4 ag	CHRM4 antagonist	CRFR2-BP ag	CHRM1 antagonist	M5 antag
1. O=C(N/N=C/c1ccc2c(c1)OCO2)C1COc2ccccc2O1 (centres undefined)
→ -3	0	-2	-4	1	12	-0.8	5	7
2. S=c1[nH]nc(COc2ccc(Cl)cc2)n1C1CCCCC1
→ 1	2	-4	1	7	-2	4.5	2	2
3. O=C(COc1cccc2c1CCNC2=O)Nc1ccc(Cl)cc1
→ 8	4	-2	9	6	-11	-0.3	-9	2
4. CC1(C(=O)NCc2ccccc2)CSCC(=O)N1Cc1ccco1 (centres undefined)
→ 5	-2	0	·	2	4	·	·	-1
5. Clc1ccc(-n2nnnc2-c2cnc3ccc(Cl)cc3c2-c2ccccc2)cc1
→ -10	1	2	9	-1	6	0.3	-4	6
6. COc1ccc(-c2csc(NC(=O)CN3C(=O)C4CC=CCC4C3=O)n2)cc1 (centres undefined)
→ -5	3	-11	-1	8	3	0.1	1	9

# The whole of this part (from the top)
# Values run as follows: M4 PAM	CHRM5 agonist	M5 PAM	M1 PAM	M4 ag	CHRM4 antagonist	CRFR2-BP ag	CHRM1 antagonist	M5 antag
1. O=C(N/N=C/c1ccc2c(c1)OCO2)C1COc2ccccc2O1 (centres undefined)
→ -3	0	-2	-4	1	12	-0.8	5	7
2. S=c1[nH]nc(COc2ccc(Cl)cc2)n1C1CCCCC1
→ 1	2	-4	1	7	-2	4.5	2	2
3. O=C(COc1cccc2c1CCNC2=O)Nc1ccc(Cl)cc1
→ 8	4	-2	9	6	-11	-0.3	-9	2
4. CC1(C(=O)NCc2ccccc2)CSCC(=O)N1Cc1ccco1 (centres undefined)
→ 5	-2	0	·	2	4	·	·	-1
5. Clc1ccc(-n2nnnc2-c2cnc3ccc(Cl)cc3c2-c2ccccc2)cc1
→ -10	1	2	9	-1	6	0.3	-4	6
6. COc1ccc(-c2csc(NC(=O)CN3C(=O)C4CC=CCC4C3=O)n2)cc1 (centres undefined)
→ -5	3	-11	-1	8	3	0.1	1	9
7. O=C(NCc1ccco1)C1Cc2c(-c3ccccc3Oc3ccccc3)ccnc2O1 (centres undefined)
→ 1	1	7	4	1	-8	·	-13	-10
8. COc1ccc(C(=O)N/C(=C\c2ccco2)C(=O)NCCN2CCOCC2)cc1
→ -2	-2	5	7	1	-3	0.2	-4	-4
9. Cn1ccnc1SCC(=O)N(C1CCCCC1)C1CCCCC1
→ -2	-12	0	2	2	-4	-0.3	-9	-7
10. COCCNC(=O)C1(C)CCCN(C(=O)c2ccc(OC)cc2OC)C1 (centres undefined)
→ 1	4	0	4	2	-18	·	-7	5
11. CCOc1ccc(C(=O)CCC(=O)NN2CCCCC2)cc1
→ 3	-1	-3	1	1	-6	-0.3	-5	9
12. COc1cccc(SCC2(O)CCN(C(=O)c3ccc(Cl)cc3)CC2)c1
→ 0	2	7	3	5	-6	0.5	3	0
13. COc1cccc(Nc2nc(N)c([N+](=O)[O-])c(NCc3ccco3)n2)c1
→ 8	1	-5	8	-1	-14	-5.5	-3	8
14. c1csc(-c2nc(NCCCN3CCOCC3)c3ccccc3n2)c1
→ -9	-1	-9	-1	4	2	-1.6	0	20
15. CCOc1ccc(OCCC(=O)NNC(=O)c2ccccc2Cl)cc1
→ 1	-2	2	1	0	-3	-0.8	2	0
16. O=C1CCCCC/C1=N/Nc1ccc(OCc2ccccc2)cc1
→ -5	4	0	4	1	7	-1.3	-1	3
17. CCNC(=O)COc1cccc2ccccc12
→ -1	-3	-1	10	0	2	-0.8	-8	3
18. O=C(COC(=O)Cc1c[nH]c2ccccc12)NC1CCS(=O)(=O)C1 (centres undefined)
→ 0	1	1	-8	1	-2	-0.1	27*	4
19. CC(O)CNCCCOc1ccccc1OCc1ccccc1 (centres undefined)
→ 7	-4	10	15	2	-8	5.6	-4	3
20. CC1CCCC(C)N1CCCNC(=O)C(=O)Nc1ccc2nc3n(c(=O)c2c1)CCCCC3 (centres undefined)
→ -4	-2	-8	-5	0	12	1.2	5	7

# Retrieved one by one from above (2):
# Values run as follows: M4 PAM	CHRM5 agonist	M5 PAM	M1 PAM	M4 ag	CHRM4 antagonist	CRFR2-BP ag	CHRM1 antagonist	M5 antag
14. c1csc(-c2nc(NCCCN3CCOCC3)c3ccccc3n2)c1
→ -9	-1	-9	-1	4	2	-1.6	0	20
3. O=C(COc1cccc2c1CCNC2=O)Nc1ccc(Cl)cc1
→ 8	4	-2	9	6	-11	-0.3	-9	2

# Further results.
# Values run as follows: M4 PAM	CHRM5 agonist	M5 PAM	M1 PAM	M4 ag	CHRM4 antagonist	CRFR2-BP ag	CHRM1 antagonist	M5 antag
21. CCCCCCCCC(=O)NNC(=O)c1c(O)c2ccccc2n(CCC)c1=O
→ 10	3	15	9	3	-13	6.3	-6	-17
22. OCC1(Cc2ccc(Cl)cc2)CCN(CC2CC=CCC2)CC1 (centres undefined)
→ -13	-14	3	-6	5	-11	2.0	16	6
23. CCOc1ccc2nc(N3CCCC(C(=O)N4CCN(CC)CC4)C3)sc2c1 (centres undefined)
→ 3	-3	-1	5	1	-16	-0.5	-13	1
24. COC(=O)CSc1nn(-c2ccc(F)cc2)c(=S)s1
→ -6	-15	5	5	-2	1	-9.9	-3	2
25. CC(C)CC(=O)NC1(C(F)(F)F)NC(=O)N(c2ccccc2)C1=O (centres undefined)
→ 6	1	4	4	2	-8	-2.3	-3	2
26. Cc1cc(N2C(=O)C(O)=C(C(=O)c3cc4ccccc4o3)C2c2ccc([N+](=O)[O-])cc2)no1 (centres undefined)
→ 0	-1	3	8	0	7	0.0	-13	-2
27. CC(=O)N/C(=C\c1ccccc1)C(=O)OCCCOC(=O)/C(=C/c1ccccc1)NC(C)=O
→ -1	-1	-2	4	1	-1	0.6	-4	9
28. COCn1c(COc2ccccc2)nc2ccccc21
→ 3	-2	-3	7	1	-7	-1.1	-5	7
29. COc1ccccc1-c1cc(C(=O)N/N=C/C=C/c2ccccc2[N+](=O)[O-])c2ccccc2n1
→ -3	-4	2	5	3	-3	-0.4	-30	-2
30. CCOC(=O)Cc1csc(N/N=C\c2ccc(N(C)C)cc2)n1
→ -4	-1	-6	-1	0	11	1.4	-2	18
31. CC1(C)c2[nH]c3ccccc3c2C[C@H]2C(=O)N(Cc3ccccc3)C(=O)N21
→ 1	5	3	15	9	2	0.2	-5	6
32. COc1ccccc1C(=O)COC(=O)CNC(=O)c1ccc(Br)o1
→ -1	0	3	5	1	8	0.1	6	8
33. CC(C)c1nc(C#N)c(NN)o1
→ -37	1	-25	-3	12	-4	-1.4	8	23
34. O=C(CN1C(=O)NC2(CCCC2)C1=O)OCCOc1ccc(Br)cc1
→ 2	1	-8	7	6	-20	0.6	-32	4
35. COc1ccc(NC(=O)CNC(=O)Cn2cnc3sc(C)c(C)c3c2=O)cc1OC
→ 10	-2	7	4	0	1	-1.1	-1	-4
36. Cc1ccc(N2C(=O)CC(SCC(=O)Nc3ccc(S(N)(=O)=O)cc3)C2=O)cc1 (centres undefined)
→ 3	-2	-1	8	0	6	0.1	-9	-5
37. CCOC(=O)CSc1ncnc2c1cnn2-c1ccc(C)cc1
→ 15	-3	3	2	0	0	0.9	2	-5
38. C[C@H](N)c1nnc(SCc2ccc(Cl)cc2Cl)o1
→ -1	-4	-1	-2	0	5	-0.3	2	0
39. COc1ccc(-c2ccc(C#N)c(SCC(=O)Nc3sc4c(c3C#N)CCC4)n2)cc1
→ -1	-2	8	1	1	0	1.4	-23	-4
40. C/C(=N/NS(=O)(=O)c1ccc(C)cc1)c1ccc(NC(=O)C(F)(F)F)cc1
→ -4	0	-2	6	-1	4	-1.1	-1	6
41. COCCN(C(=S)Nc1ccc(C)cc1C)C(C)c1ccco1 (centres undefined)
→ -6	0	6	6	0	9	-2.0	-11	6
42. N#CC1(NC(=O)CSc2ccccn2)CCCCC1
→ 17	-3	-2	16	2	-9	-1.2	-6	7
43. O=C(CCC(=O)c1ccccc1)NCCOc1ccccc1
→ 4	3	-3	3	8	-3	-0.9	0	13
44. COc1ccc(-c2cc(=O)c3c(O)c(OC)c(OC)c(OC)c3o2)cc1
→ 8	3	8	8	2	-8	-1.7	-14	-3
45. CCOC(=O)Nc1ccc2c(c1)N(C(=O)CN1CCN3CCCC3C1)c1ccccc1CC2 (centres undefined)
→ -6	-8	-1	-10	0	10	-1.1	8	-6
46. Cc1cc(C)n2nc(C(=O)Nc3cc(S(=O)(=O)N4CCCCC4)ccc3C)nc2n1
→ 6	4	3	6	0	-6	-1.1	-10	3
47. O=C(COC(=O)/C=C/c1ccco1)NCCc1ccccc1
→ -5	-1	0	4	1	0	-0.6	-6	2
48. CS(=O)(=O)c1ccc(N)c(SSc2cc(S(C)(=O)=O)ccc2N)c1
→ 12	4	14	-6	2	-6	1.1	14	1
49. CCC(C)(C)NC(=O)C(c1ccc(C)cc1)N(CC1CCCO1)C(=O)c1csnn1 (centres undefined)
→ -7	-1	-3	1	0	0	1.1	-3	8
50. CC(C(=O)NCc1cccnc1)c1ccc([N+](=O)[O-])cc1 (centres undefined)
→ -10	-4	7	-20	0	17	4.4	27	-4
51. CC(C)C[C@H]1CNC(=S)N1CC1CCN(CCCCc2ccccc2)CC1
→ -16	-4	-16	-30	1	42*	-0.5	52*	6
52. CSc1ccc(C(=S)N2CCN(Cc3ccccc3)CC2)cc1
→ -11	-6	5	-12	-2	18	-1.9	2	15
53. O=C1CCN(Cc2ccc(Br)cc2)CCN1CCO
→ 2	-1	-2	-6	1	4	1.3	11	11
54. CCCCc1ccc(-c2csc(/C(C#N)=C\c3ccco3)n2)cc1
→ 4	0	0	7	0	-6	3.2	1	3
55. COc1cccc(-c2oc3c(c2C(=O)OCCN(C)C)C(O)CCC3)c1 (centres undefined)
→ 0	1	8	·	1	0	·	·	-18
56. Cc1nc2ccccn2c1C(=O)Nc1ccc(Cl)cc1
→ 1	-2	-9	10	0	3	-2.6	-5	20

# Bioassay records from PubChem.
